# EWS-Fli inh = EWS/Fli transcriptional activity inhibition | hit rate 0.67% among 350,000 | inhibition, % at 12.6 µM | AID 651661 | A673 NR0B1-luciferase reporter, viability-normalised;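 active = mean inhibition of at least 50% after viability correction, with every replicate also passing that limit; inconclusive = mean reaches 50% but only one of two replicates passes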;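 also: firefly luciferase signal divided by Alamar Blue viability fluorescence both relative to DMSO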
# DENV2 CPE rescue = inhibitors of DENV2 cytopathic effect; hit rate 1.7% among 350,000; CPE inhibition, % at 9.99 µM; DENV2-infected cells, cytopathic effect rescue, plate reader; in the data active = CPE inhibition above about 20%, passing the limit was not always enough; inconclusive = no clear call, values can overlap the other calls; tested in BHK-21 cells;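 also: 0% = median of neutral control wells and 100% = median of positive control wells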
# miR122 inh = miR-122 inhibition in Huh7 cells. Huh7 miR-122 Renilla luciferase sensor, 48 h; neutral wells = 0, positive control = 100. activation (reporter increase), % at 12.5 µM. hit rate 0.3% among 340,000. AID 602342;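 active = mean replicate activation score at least 90 and every replicate individually at or above 90; inconclusive = only one of the two criteria met; inactive = neither criterion met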;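 also: higher luciferase means less miR-122 activity so hits act as miR-122 inhibitors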
# GSIS activator = GLuc luminescence reporter in INS-1E cells, primary screen for activators of glucose-dependent secretion of insulin | INS-1E GLuc reporter insulin secretion, 2-3 h | activation, % at 16.6 µM | hit rate 0.61% among 370,000;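 active = lowest replicate activation of at least 40%, so every replicate reaches that level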;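 also: 0% = median of neutral control wells and 100% = median of IBMX positive control wells; some compounds called inactive have numbers as strong as hits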
# PAX8 inh HTS = lowers PAX8-driven luciferase in RMG-I cells | RMG-I TPO-luciferase reporter, SteadyGlo, 24 h | inhibition, % at 12.6 µM | hit rate 1.2% among 360,000;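 active = mean replicate inhibition at least 60% with every replicate also reaching 60%; inconclusive = only one of the two criteria is met; inactive = mean below 60% and not all replicates reaching 60%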;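 also: luciferase light reporting Pax8 driven TPO promoter activity; plate controls were median of neutral control wells for no effect and mitoxantrone controls for full effect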
# CFTR F508del cor = correctors of CFTR F508del function in bronchial epithelial cells; CFBE cells, YFP halide quenching; stimulated with forskolin plus potentiator P3; % fluorescence drop versus neutral controls; AID 720511; hit rate 0.36% among 350,000; activity (quench increase), % at 7.58 µM;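 active = mean added fluorescence quench of at least 8% versus neutral control, with both replicates also reaching 8%; inconclusive = only one of the mean or replicate conditions met; inactive = mean below 8% and not both replicates reaching 8%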;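 also: cells transiently co-express mutant CFTR-F508del with the halide-sensitive YFP; corrector assay measuring rescue of mutant channel to the surface after 24 h compound exposure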
# FN deposit inh = fibronectin deposition inhibition; inhibition, % at 12.6 µM; AID 743247; hit rate 0.086% among 350,000; AH1F fibroblasts, Alexa488-fibronectin deposition fluorescence, overnight;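 active = mean inhibition across replicates of 30% or more, regardless of how many single replicates reach that level; inconclusive = mean under 30% yet at least half of replicates reach 30%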;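 also: positive control wells lacked labelled fibronectin entirely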
#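 material = AH1F fibroblast monolayer depositing Alexa488-labelled fibronectin into matrix | amount = 10000 AH1F cells/well | buffer or medium = DMEM plus 2% serum, read in PBS | incubation = 1 h cell adhesion before compound, then overnight fibronectin incubation | detection = fluorescence at 485 nm excitation, 525 nm emission | evaluation = percent inhibition as loss of matrix-bound fibronectin fluorescence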
# * hit, by the source's call; ? = inconclusive; / = no result given; & = joins results of further samples; [ ] = dose if it differs, or a comment.
SMILES,EWS-Fli inh,DENV2 CPE rescue,miR122 inh,GSIS activator,PAX8 inh HTS,CFTR F508del cor,FN deposit inh
CCCn1nc2cc(C(=O)NC3CCc4ccccc43)ccc2c1OCC (centres undefined),1.5,-5.4,36.1,13.6,0.7,3.9,-7.5
NC(=O)C1CCN(C(=O)Cc2ccc([N+](=O)[O-])cc2)CC1,14.9,19.2,/,5.0,1.1,/,3.2
Cc1cnc(C(=O)OCC(=O)Nc2cccc(S(=O)(=O)N3CCCCC3)c2)cn1,5.1,3.6,/,-7.4,8.3,-1.4,1.8
C[C@@H]1CN([C@H](C)CO)C(=O)CCCn2nncc2CO[C@H]1CN(C)Cc1cccc(O)c1,-12.0&2.8,1.7&-2.5,-3.1,0.0&9.5,-0.8&44.7,0.6&0.4,3.8&-5.3
COc1ccc(NC(=O)Nc2cccc3c2O[C@H](CN(C)C(=O)NC2CCCCC2)[C@@H](C)CN([C@H](C)CO)C3=O)cc1,-20.9&-1.7,-3.3&-12.1,19.4[16.7 µM],-6.8,-6.7&-12.6,0.1&-2.6,-2.2&-13.0
CCCCn1c(=O)[nH]c(=O)c2c1nc(-c1ccccc1OC(F)F)n2C,2.3,-4.4,/,-4.3,-4.7,-0.2,10.5
COc1ccc(CCC(=O)Nc2ccc(S(=O)(=O)N3CCCC3)cc2)cc1OC,-11.4,-3.5,2.9,/,5.6,2.3,-0.4
CCN1CCN(C(=O)c2ccc(CS(=O)(=O)Cc3ccccc3Cl)o2)CC1,-7.1,4.7,-4.5,/,-9.3,-2.5,-4.0
COC(=O)c1ccccc1S(=O)(=O)N1CCC(NC(=O)c2ccccc2)CC1,5.7,9.2,-10.6,-4.9,-20.1,/,-5.3
C[C@H](CO)N1C[C@H](C)[C@@H](CN(C)Cc2ccncc2)Oc2ccc(NC(=O)Nc3ccc4c(c3)OCO4)cc2C1=O,/,2.1,0.3[16.7 µM],-6.6,-8.2,0.1,1.0
O=C(Cc1ccccc1Cl)Nc1nc2ccccc2[nH]1,-30.8,1.0,-11.3,9.9,-40.0,4.1,3.5
COc1cccc(CN2CC3(CN(C)C3)c3c([nH]c4cc(OC)ccc34)[C@H]2CO)c1,0.3,0.2,/,1.6,-9.0,-0.1,/
Cc1cc(NC(=O)CN2C(=O)NC3(CCCCC3)C2=O)ccc1N1CCCC1,-6.5,1.3,/,-4.3,5.1,0.0,1.4
O=C([C@H]1[C@H](CO)[C@H]2Cn3c(ccc(-c4ccccc4)c3=O)[C@@H]1N2CCC(F)(F)F)N1CCOCC1,-1.8,-2.9,4.9[16.7 µM],19.1,-10.8,2.6,/
O=C(O)c1ccccc1/C=N/n1c(C2CCCCC2)n[nH]c1=S,1.1,1.2,-7.6,-1.0,10.7,2.2,0.1
COc1ccccc1C(CNC(=O)c1cccc(NS(=O)(=O)c2ccc(C)c(F)c2)c1)N(C)C (centres undefined),3.9,2.3,-1.5,-15.4,12.4,-1.9,7.1
COc1ccc(CNC(=O)C2CCN(S(=O)(=O)N3CCCC3)CC2)cc1,/,-10.7,-10.1,10.1,-8.6,-3.1,5.9
CCN1CCN(C(=S)NC(=O)c2cccs2)CC1,15.1,5.6,5.2,-6.0,-19.3,-1.9,-7.2
C[C@@H]1CCCCO[C@H](CN(C)S(=O)(=O)c2ccc(Cl)cc2)[C@@H](C)CN([C@H](C)CO)C(=O)c2cc(NS(C)(=O)=O)ccc2O1,-14.0,-4.5,8.2[16.7 µM],12.2,-23.8,-2.7,/
CCC(CC)C(=O)N(C)c1c(C)nc2c(OCc3ccc(Cl)cc3Cl)cccn12,-2.0,11.8,0.1,-17.7,-8.9,-0.8,9.8
COc1cccc(NC(=O)CN(C)C(=O)c2cc(-c3ccccc3)nc3ccc(C)cc23)c1,4.9,-7.1,9.4,-8.9,23.1,-3.0,-1.7
Cc1noc(C)c1S(=O)(=O)N(C)C[C@@H]1OCCCC[C@@H](C)Oc2ccc(NC(=O)C3CCCCC3)cc2C(=O)N([C@H](C)CO)C[C@H]1C,16.2,2.0,-6.4[16.7 µM],-18.1,-13.0,-0.6,/
O=C1N(CCS(=O)(=O)c2ccccc2)Cc2ccccc2C[C@@]12COC(c1ccc(OCCCO)cc1)=N2,-19.9,-5.1,/,/,/,-2.8,/
O=S(=O)(c1ccc(Cl)cc1)N1CCN(Cc2ccncc2)CC1,16.7,-9.6,-4.3,1.0,13.3,0.4,-0.6
COc1ccccc1CC(=O)Nc1ccc(-c2nnc(-c3ccco3)o2)cc1,/,/,-6.2,/,-18.4,/,-4.4

# Overlap with the part before: 7 compounds, followed by the next part.
SMILES,EWS-Fli inh,DENV2 CPE rescue,miR122 inh,GSIS activator,PAX8 inh HTS,CFTR F508del cor,FN deposit inh
C[C@@H]1CCCCO[C@H](CN(C)S(=O)(=O)c2ccc(Cl)cc2)[C@@H](C)CN([C@H](C)CO)C(=O)c2cc(NS(C)(=O)=O)ccc2O1,-14.0,-4.5,8.2[16.7 µM],12.2,-23.8,-2.7,/
CCC(CC)C(=O)N(C)c1c(C)nc2c(OCc3ccc(Cl)cc3Cl)cccn12,-2.0,11.8,0.1,-17.7,-8.9,-0.8,9.8
COc1cccc(NC(=O)CN(C)C(=O)c2cc(-c3ccccc3)nc3ccc(C)cc23)c1,4.9,-7.1,9.4,-8.9,23.1,-3.0,-1.7
Cc1noc(C)c1S(=O)(=O)N(C)C[C@@H]1OCCCC[C@@H](C)Oc2ccc(NC(=O)C3CCCCC3)cc2C(=O)N([C@H](C)CO)C[C@H]1C,16.2,2.0,-6.4[16.7 µM],-18.1,-13.0,-0.6,/
O=C1N(CCS(=O)(=O)c2ccccc2)Cc2ccccc2C[C@@]12COC(c1ccc(OCCCO)cc1)=N2,-19.9,-5.1,/,/,/,-2.8,/
O=S(=O)(c1ccc(Cl)cc1)N1CCN(Cc2ccncc2)CC1,16.7,-9.6,-4.3,1.0,13.3,0.4,-0.6
COc1ccccc1CC(=O)Nc1ccc(-c2nnc(-c3ccco3)o2)cc1,/,/,-6.2,/,-18.4,/,-4.4
CCC(=O)N1[C@H](CO)[C@@H](c2ccc(-c3cccc(OC)c3)cc2)C12CN(C(C)=O)C2,-3.1,5.2,/,-3.0,/,-3.6,-8.8
Cc1ccccc1Nc1nnc(SCC(=O)c2ccc(O)cc2O)s1,-3.4,-2.2,/,-22.0,4.3,-0.4,2.0
O=C(NCCCN1CCOCC1)c1ccc(Br)s1,-16.5,-2.1,11.5,-0.4,/,-3.2,/
C/C=C/c1ccc2c(c1)[C@@H]1[C@@H](CCN1S(=O)(=O)c1ccc(C)cc1)[C@@H](CO)N2,-6.7,-22.1,0.4[16.7 µM],11.5,0.2,4.3,-9.6
Cc1ccc(S(=O)(=O)N2CCN(S(C)(=O)=O)C2C)cc1 (centres undefined),-3.2,-2.6,/,-10.0,-7.0,-1.5,-0.2
CO[C@H]1CN(C)C(=O)c2ccc(NS(C)(=O)=O)cc2OC[C@H](C)N(C)C[C@@H]1C,/,-5.9,/,-3.1,/,1.2,-0.2
N#C[C@H]1[C@H](c2ccccc2C2=CCCC2)[C@@H](CO)N1C(=O)C1CC1,-1.1,-4.0,/,13.9,-4.1,0.4,0.3
COc1ccc(S(=O)(=O)N[C@@H]2CC[C@H](CCNC(=O)c3ccccc3F)O[C@H]2CO)cc1,-2.6,7.0,/,-11.4,-11.5,-2.6,/
CNCC[C@@H](Oc1ccccc1C)c1ccccc1,3.2,3.0,-0.9,-9.6,18.8,-1.3,-2.1
O=C(CNCc1cccc(Cl)c1)N1CCc2ccccc2C1,-12.0,-1.8,-5.6,-1.6,3.4,-2.7,3.9
CCNC(=O)C[C@@H]1CC[C@@H]2[C@H](COc3ccc(NS(C)(=O)=O)cc3C(=O)N2C)O1,4.2,-4.7,-16.7[16.7 µM],10.2,-2.1,-2.3,-2.1
CCC(C)N1C(=O)CCC1C(=O)NCc1ccc2c(c1)OCO2 (centres undefined),-11.4,4.2,-4.5,20.3,-3.5,2.6,1.1
CC(=O)COC(=O)c1ccc2noc(-c3ccccc3)c2c1,-19.9,6.4,-5.4,-13.4,-19.9,-0.7,-3.5
Cc1c(C)c(C)c2[nH]c(=S)[nH]c2c1C,15.8,-4.0,-2.5,6.1,18.2,1.2,-1.6
COc1ccc(OC)c(-c2nn(-c3ccccc3)cc2C(=O)NC2(C)CCS(=O)(=O)C2)c1 (centres undefined),-5.2,18.3,5.2,-1.8,19.9,0.1,/
O=C(O)/C(=C\c1ccccc1)c1ccc2ccccc2c1,-14.0,3.8,-1.3,/,-13.5,-1.6,-4.6
Cc1ccc(S(=O)(=O)Nc2cccc3c2O[C@H](CN(C)Cc2ccncc2)[C@H](C)CN([C@H](C)CO)C3=O)cc1,-3.2,-4.6,0.3[16.7 µM],-3.0,-1.7,1.6,-8.1
Cc1ccc(-c2nc(N/N=C/c3ccccc3[N+](=O)[O-])c3ccccc3n2)cc1,/,/,7.0,2.6,/,/,6.2
OC[C@@H]1[C@@H](c2ccccc2)C2(CN(Cc3nccs3)C2)N1Cc1cccnc1,-5.9,84.4*,/,-14.1,-1.9,-1.7,/
COc1cc(C(=S)N2CCCC2)cc(Cl)c1O,/,/,8.1,17.6,5.5,/,/
CC(=O)c1sc(NC(=O)CS(=O)(=O)c2ccc(F)cc2)nc1C,-5.8,-5.7,/,-11.3,/,0.4,0.2
COc1ccc(CN(C)C[C@H]2Oc3ccc(NC(=O)C4CC4)cc3C(=O)N([C@@H](C)CO)C[C@@H]2C)cc1,2.4,-6.1,6.4[16.7 µM],10.5,/,0.1,-5.3
CO[C@@H]1CN(C)C(=O)c2ccc(NC(=O)c3cnccn3)cc2OC[C@@H](C)N(C(=O)c2cnccn2)C[C@H]1C,0.9,-0.9,/,10.8,-3.9,0.2,-3.1
O=C(Nc1ccccc1)N1C[C@@H]2[C@H](c3ccccc31)[C@H](CO)N2C(=O)c1cccnc1,-16.3,/,20.5[16.7 µM],-9.2,-33.2,4.2,/
Cc1ccc(NC(=O)C2CCCN(S(=O)(=O)c3cnc[nH]3)C2)cc1C (centres undefined),-2.8,3.7,-7.0,-2.0,6.2,0.8,-9.1

# More records follow.
SMILES,EWS-Fli inh,DENV2 CPE rescue,miR122 inh,GSIS activator,PAX8 inh HTS,CFTR F508del cor,FN deposit inh
CCc1cccc(C)c1NC(=S)NCc1ccccc1,/,/,/,26.1,-21.1,/,4.2
C[C@@H]1CN([C@@H](C)CO)C(=O)c2cc(NC(=O)c3ccccc3)ccc2O[C@@H](C)CCCCO[C@H]1CN(C)C(=O)CCCN(C)C,-3.7,/,1.7[16.7 µM],10.7,-36.0,-0.7,/
Cc1cc(OCC(O)CN)ccc1Cl (centres undefined),-4.8,1.7,/,-14.0,5.3,0.9,-12.6
C[C@H](CO)N1C[C@H](C)[C@@H](CN(C)S(=O)(=O)c2ccc(F)cc2)Oc2ncc(Br)cc2C1=O,4.3&8.4,?,-0.1[16.7 µM],-8.9&0.3,-0.7,0.4&2.3,1.7&-13.1
COc1ccc(CNC(=O)CCSc2ccc(F)cc2)cc1OC,1.2,5.2,/,54.1,-12.7,0.2,0.2
O=C(O)C1CC=CCC1C(=O)NC12CC3CC(CC(C3)C1)C2 (centres undefined),/,/,9.3,/,-8.0,/,6.2
CCN(CC)c1ccc(NC(=O)c2ccc(S(=O)(=O)N3CCOCC3)cc2)cc1,10.8,-0.2,0.8,/,1.8,-0.8,/
O=C(CSc1nc(-c2ccccc2)cc(C(F)(F)F)n1)NCc1ccco1,/,-0.2,4.9,6.8,/,/,/
Cc1cccc(N2CCN(C(=O)c3ccc(NS(=O)(=O)c4c(C)noc4C)cc3)CC2)c1C,/,/,12.3,/,15.2,/,2.6

# High-throughput results (PubChem)
